Screening results: PubChem, The Scripps Research Institute Molecular Screening Center
rat GALR2 ag: agonists of rat galanin receptor 2 (GALR2); activation, % at 10 µM; AID 833, 2007; cell-based GALR2 agonist screen; actives 0.5% (n = 16,000); in the data active means activation above about 15%
Target sequence (O08726 whole entry, looked up): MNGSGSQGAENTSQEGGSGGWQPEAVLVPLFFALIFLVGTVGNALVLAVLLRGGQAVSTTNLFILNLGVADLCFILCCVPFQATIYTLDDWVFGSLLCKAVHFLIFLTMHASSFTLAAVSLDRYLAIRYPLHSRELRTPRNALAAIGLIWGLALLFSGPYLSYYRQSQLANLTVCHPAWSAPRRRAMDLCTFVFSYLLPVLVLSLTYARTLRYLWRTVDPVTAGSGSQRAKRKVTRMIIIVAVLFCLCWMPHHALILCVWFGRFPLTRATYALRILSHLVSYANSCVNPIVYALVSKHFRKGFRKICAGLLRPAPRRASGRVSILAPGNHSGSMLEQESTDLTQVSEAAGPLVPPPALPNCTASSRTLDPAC
KOR antag MB: antagonists of human kappa opioid receptor OPRK1, Maybridge library; inhibition, % at 9 µM; AID 652031, 2013; OPRK1 cells, antagonist mode, fluorescence readout; actives 0.4% (n = 16,000); in the data active means inhibition above about 50%
Luminol counter: counter-screen for Nox1 inhibitors: inhibitors of luminol chemiluminescence; HRP/luminol/H2O2 chemiluminescence counterscreen; inhibition, % at 6.7 µM; actives 0.4% (n = 16,000); AID 1823, 2009; further: reference of the scale not given here
PME-1 Maybridge: inhibitors of human PME-1 in Maybridge library | recombinant PME-1, FP-Rh probe fluorescence polarization | inhibition, % at 9 µM | actives 0.5% (n = 16,000); in the data active means inhibition above about 30%
TLR4 MyD88 blk: inhibitors of human TLR4-MyD88 binding | Cell-based TLR4-MyD88 binding inhibition assay | actives 0.06% (n = 16,000) | inhibition, % at 10 µM | AID 811, 2007 | Toll-like receptor 4 (Homo sapiens), O00206; in the data active means inhibition above about 45%
Nox1 inh: inhibitors of human NADPH oxidase 1 (Nox1) | inhibition, % at 6.7 µM | actives 0.81% (n = 16,000) | HT29 cells, luminol chemiluminescence ROS | Q9Y5S8 | AID 1792, 2009
NOTCH ag: agonists of NOTCH signaling | AID 434982, 2010 | actives 0.4% (n = 15,000) | NOTCH signaling luciferase reporter cells, luminescence | activation, % at 2.5 µM; in the data active means activation above about 2.2%
S1P1 ag: activates the human S1P1 receptor; Sphingosine 1-phosphate receptor 1 (Homo sapiens), P21453; S1P1 agonist cell-based reporter assay; activation, % at 4.5 µM; actives 1.5% (n = 16,000); AID 1044, 2008; in the data active means activation above about 80%
Target sequence (P21453 whole entry, looked up): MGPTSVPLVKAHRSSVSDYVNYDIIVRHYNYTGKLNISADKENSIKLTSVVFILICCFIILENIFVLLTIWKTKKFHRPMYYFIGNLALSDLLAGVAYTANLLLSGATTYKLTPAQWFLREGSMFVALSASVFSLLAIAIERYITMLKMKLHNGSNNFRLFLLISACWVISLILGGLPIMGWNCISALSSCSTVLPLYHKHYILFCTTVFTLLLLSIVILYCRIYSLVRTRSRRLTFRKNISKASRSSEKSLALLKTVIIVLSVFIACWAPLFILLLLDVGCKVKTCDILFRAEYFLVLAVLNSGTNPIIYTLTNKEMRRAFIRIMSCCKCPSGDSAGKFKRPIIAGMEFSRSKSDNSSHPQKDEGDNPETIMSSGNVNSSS
* = called active by the depositor; / = no result given. Unless noted, no stated cut-off is given here; in the data, active means inhibition above about 75%; inactive means the rest.

Structure | rat GALR2 ag | KOR antag MB | Luminol counter | PME-1 Maybridge | TLR4 MyD88 blk | Nox1 inh | NOTCH ag | S1P1 ag
CC(C)(C)c1csc(N)c1C#N | -6 | 10 | 0 | 1 | -2 | -25 | -0.7 | -18
OCC#Cc1ccc(-c2cccnc2)s1 | -4 | 19 | -6 | 3 | -1 | 9 | -0.1 | -2
C/C(=N/NC(=S)NC1CCCCC1)c1sc(-c2cccs2)nc1C | 0 | 11 | 3 | 2 | 4 | -13 | 0.1 | -21
CC(C)(C)/C=N/NC(=O)c1nc(-c2ccc(C(C)(C)C)cc2)no1 | -6 | -3 | 3 | 3 | 1 | -25 | 0.0 | -8
O=C(O)C1=C[C@@H](O)[C@@H](O)[C@H](O)C1 | -5 | 12 | -6 | 7 | -7 | -6 | -0.5 | -21
O=C1CSCC(=O)N1c1ccccc1N1CCOCC1 | -8 | 4 | 1 | 0 | 4 | -19 | -0.6 | -16
N#Cc1ccc(S(=O)(=O)c2ccc(Cl)cc2)nc1 | -9 | -2 | -6 | 3 | -15 | 3 | -0.9 | 30
CCNC(=S)Nc1ccc(C(C)(C)C)cc1 | -8 | -6 | 4 | -3 | -7 | -5 | 0.1 | -20
CC(C)(C)c1nc2scc(-c3ccc(Cl)cc3)n2n1 | -8 | 7 | -3 | 2 | 6 | 27 | -1.0 | 1
CC(=O)N1CCc2cc(Br)cc([N+](=O)[O-])c21 | -6 | -6 | 3 | 6 | / | -45 | -0.2 | 2
Cc1c(S(=O)(=O)c2ccc(Cl)cc2)csc1C(=O)Nc1ccc2c(c1)OCCO2 | -10 | 11 | 1 | -9 | -2 | -34 | -0.8 | 26
N#Cc1sc(-c2ccc(F)cc2)cc1N | -7 | -4 | 3 | 2 | -3 | -54 | / | 8
CC(C)N(CCC#N)C(=O)Nc1ccc2c(c1)CCO2 | -7 | -22 | 7 | 3 | -6 | 38 | 1.2 | -17
Clc1ccc(-c2csc(-c3ccno3)n2)cc1 | -9 | -4 | -4 | 3 | -6 | 0 | 0.7 | 17
Cc1nn(Cc2ccc(C(=O)Nc3cc(Cl)cc(Cl)c3)o2)c(C)c1Br | -7 | -27 | -1 | -4 | -2 | -21 | 0.7 | -12
CCOC(=O)C1=C(C)OC(N)=C(C#N)C1c1ccc2c(c1)CCO2 (stereo unspecified) | -6 | 6 | 0 | -1 | -4 | 3 | -0.1 | 11
Cc1c(Cl)cccc1NC(=O)C1=NNC(=O)CC1 | -4 | -1 | 3 | -2 | -6 | -21 | 0.1 | 2
CSc1nc(N)nc(-c2cccs2)c1C#N | -4 | -16 | 4 | -6 | 21 | -38 | -0.9 | -12
CCOC(=O)c1c[nH]c2c(OC(F)(F)F)cccc2c1=O | -4 | 11 | 1 | -6 | -7 | -28 | -0.2 | -8
COc1cc(OCc2ccccc2)ccc1CN1CCN(c2ccc(C(F)(F)F)cn2)CC1 | -7 | -13 | -4 | 0 | -9 | 8 | -0.7 | -10

The list continues:
Structure | rat GALR2 ag | KOR antag MB | Luminol counter | PME-1 Maybridge | TLR4 MyD88 blk | Nox1 inh | NOTCH ag | S1P1 ag
COc1ccc(-n2nc(C)c3onc(C)c3c2=O)cc1 | -7 | -6 | -5 | 3 | -6 | -3 | / | -13
CCOC(=O)c1cc(C#N)c(Sc2nnc(SC)s2)nc1C(F)(F)F | -11 | 9 | -3 | 4 | -18 | 6 | -0.3 | -3
O=[N+]([O-])c1cccc(C(O)CNCc2ccc3c(c2)OCO3)c1 (stereo unspecified) | -8 | -22 | 1 | -3 | -6 | -25 | -0.2 | 2
COc1ccc(S(=O)(=O)NNC(=O)c2ccc(N(C)C)cc2)cc1OC | -7 | -8 | 44 | 2 | 0 | 41 | 0.0 | -1
COc1ccc(NC(=O)COCC(=O)O)c(N2CCOCC2)n1 | -3 | 1 | -1 | 1 | 8 | -43 | 0.5 | 0
CC12CCC(C1)C(C)(C)C2NC(=O)c1cccs1 (stereo unspecified) | -4 | -3 | -6 | 2 | -6 | -13 | -0.8 | -2
COc1ccc(Oc2cccc(F)c2C#N)cc1 | -8 | 7 | 0 | 3 | -7 | -12 | -0.1 | 18
CCOc1cc(C(F)(F)F)cnc1C#N | -7 | -2 | -6 | 3 | -5 | 12 | 0.5 | -2
O=C(COC(=O)c1cccs1)c1ccc(Cl)cc1 | 0 | 22 | 2 | -2 | -1 | -36 | 0.1 | 0
NC(N)=N/C(N)=N/c1nc(-c2ccc(Cl)cc2)cs1 | -5 | -5 | -1 | 4 | 5 | -15 | 0.0 | 11
COc1ccc2nsnc2c1 | -8 | -6 | 0 | -3 | 6 | -12 | -0.4 | 0
COc1ccc(CCNC(=O)/C(C#N)=N/Nc2ccc(F)cc2)cc1OC | -4 | -5 | -5 | 5 | -1 | 14 | -0.1 | 4
Cc1noc(C)c1C(=O)O/N=C(/c1cccs1)C(C)(C)C | -3 | -17 | -9 | 6 | -3 | 21 | 0.3 | 14
Cn1nc(C(C)(C)C)cc1C(=O)N1CCC(C(F)(F)F)CC1 | -8 | -4 | -5 | 7 | -10 | -9 | -0.4 | 0
Cc1cc(C(=O)NNC(=O)c2cc(C)n(C(C)(C)C)n2)no1 | -8 | 8 | 3 | -1 | -2 | -46 | 0.5 | 10
Cc1nn(C)c(C(=O)O/N=C/c2c(F)cccc2Cl)c1[N+](=O)[O-] | -9 | -1 | -1 | 4 | 5 | -17 | -0.6 | -7
CCOC(=O)C(O)(NC(=O)c1ccccc1)C(F)(F)F (stereo unspecified) | -6 | -2 | 2 | -4 | -2 | -13 | 0.1 | -14
C/C(=N\O)c1csc(-c2snnc2C)n1 | -4 | 13 | -3 | 5 | 10 | -6 | -0.1 | 1
O=C(c1ccc(-n2cccn2)cc1)N1CCc2ccccc2C1 | -2 | 21 | -8 | 4 | -5 | -6 | 0.6 | -9
Cn1ccc(NS(=O)(=O)c2ccc(N3C(=O)c4ccccc4C3=O)cc2)n1 | -4 | -11 | 0 | 5 | 6 | -86 | 0.0 | -8

(list continues)
Structure | rat GALR2 ag | KOR antag MB | Luminol counter | PME-1 Maybridge | TLR4 MyD88 blk | Nox1 inh | NOTCH ag | S1P1 ag
CCOC(=O)c1sc(NC(=O)c2ccc(Cl)cc2)nc1C | -3 | -9 | -2 | 4 | 4 | -29 | 0.2 | -1
CS/C(=N\S(=O)(=O)/C=C/c1ccccc1)NN | -3 | 3 | -5 | 3 | 0 | 27 | 0.9 | 6
COc1ccc(/C(C)=N/Nc2c([N+](=O)[O-])cc(C(F)(F)F)cc2[N+](=O)[O-])cc1CN1CCOCC1 | -8 | -2 | 10 | 4 | -10 | -45 | -0.4 | -9
O=C(NNC(=O)C(F)(F)Sc1ccccc1)c1ccsc1 | -5 | -3 | -4 | 4 | -3 | -2 | -0.4 | -4
O=C1/C(=C/c2cccc(Cl)c2)CSc2sccc21 | -4 | -3 | -6 | 6 | -2 | 12 | -0.4 | 2
Nc1ncnc(SCc2c(Cl)cccc2Cl)n1 | -1 | 3 | -5 | 1 | 5 | 10 | / | 41
Cn1nc(C2CC2)cc1NC(=O)Nc1csc2ccccc12 | -2 | -13 | -2 | -2 | -10 | 17 | -0.1 | 11
COc1cccc(NC(=O)NCCN2CCN=C2C)c1 | -3 | 8 | -1 | 5 | 0 | -3 | 0.0 | -7
COc1ccc(-c2[nH]ncc2/C=N/Nc2cnc3ccccc3n2)cc1 | -4 | -2 | -3 | 7 | -3 | 39 | -5.7 | -15
Cc1csc2sc(C(=O)CC(=O)C(F)(F)F)c(C)c12 | 1 | 16 | 4 | 2 | -4 | 12 | -1.1 | 79
Cn1c(=O)c2c(O)cc(=O)n(C)c2n(C)c1=O | -5 | -1 | 14 | -5 | 4 | -50 | 1.7 | -3
Cc1ccc(-n2ncc(-c3nn[nH]n3)c2N)cc1 | -4 | -1 | 0 | 0 | 0 | -7 | -0.2 | -1
OC(c1ccccc1)c1ccc2ccccc2c1 (stereo unspecified) | -5 | -7 | -7 | 7 | 3 | 4 | -0.2 | -2
O=C1CS/C(=C/C(=O)c2cccs2)N1 | -2 | 13 | 4 | 0 | 4 | 7 | -0.1 | 2
NNC(=O)c1ccc(CNC(=O)C(Cl)Cl)cc1 | -9 | 2 | 11 | 6 | 1 | -34 | / | 15
CC(C)(C)OC(=O)NCCNc1ccc(C(F)(F)F)cc1[N+](=O)[O-] | -3 | -10 | 3 | 2 | 3 | -78 | 0.1 | -1
CCOC(=O)C(NC(C)=O)(OCc1ccc(F)cc1)C(F)(F)F (stereo unspecified) | -6 | 3 | 2 | -4 | 2 | -58 | -0.8 | 7
Cc1ccc(NC(=O)c2nccnc2C(=O)O)cc1 | -5 | -3 | -13 | 1 | -8 | -22 | -0.6 | -11
FC(F)(F)c1cc(-c2nnc(N3CCCC3)o2)cc(C(F)(F)F)c1 | -4 | 7 | 4 | -3 | 0 | -36 | -0.4 | 34
CN(C)CCSC(=S)NC1CCCCCCC1 | -3 | 20 | 3 | -3 | 6 | -44 | -0.8 | 62

Following part:
Structure | rat GALR2 ag | KOR antag MB | Luminol counter | PME-1 Maybridge | TLR4 MyD88 blk | Nox1 inh | NOTCH ag | S1P1 ag
CSC(=CC(=O)c1nccs1)SC | -5 | -1 | -4 | 1 | 13 | -3 | 0.1 | 8
Cc1cc(C)nc(NC(=S)c2ccc(NC(=O)/C=C/C(=O)O)cc2)n1 | -6 | -11 | -3 | 2 | -35 | -2 | -0.6 | -4
CCCCCCCCCCCC(=O)Nc1nccs1 | 4 | -14 | 2 | -5 | -18 | -17 | -0.4 | -6
O=C1c2ccccc2C(=O)N1CN1CCC(O)(c2ccc(Cl)cc2)CC1 | -7 | 3 | -3 | 2 | -1 | 2 | -0.4 | 4
O=S(=O)(c1cccc2nsnc12)N1CCc2ccccc21 | -7 | 0 | -5 | 3 | 0 | 0 | -0.1 | 17
CCOC(=O)c1cc2c(C)nccn2c1 | -7 | 12 | 1 | -3 | -1 | -51 | 0.4 | -7
COc1ccc(NNC(N)=S)cc1 | -7 | 6 | -25 | 5 | -5 | 30 | 0.3 | 6
Cn1[nH]c2c(c1=O)CSCC2 | -7 | -16 | 8 | 3 | 4 | 6 | 0.1 | 1
Cc1nc2ccc(NS(=O)(=O)c3ccccc3C(F)(F)F)cc2o1 | -6 | 9 | -2 | 2 | 1 | 5 | -1.0 | 25
